Pf growth 48h: P. falciparum growth inhibition at 48 hours (one generation); P. falciparum luciferase growth in erythrocytes, 48 h; Potency, µM (highest dose often 28.7 µM), for inactives: at the highest dose activity change, negative = inhibition, most hits filed as inhibitors; 310,000 tested, 5.9% active; further: potency means the concentration at half of the fitted maximal effect; on the % scale 0 is the no-effect control and ±100 the full control effect
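Compounds are pin-transferred into medium, infected erythrocytes (2% hematocrit, 0.1% parasitemia final) are added, and plates sit one parasite generation at 37 C in 5% CO2. Detection reagent is then added and luminescence measured.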
Tb PYK inh: T. brucei pyruvate kinase inhibition; TbPYK enzyme, Kinase-Glo Plus ATP luminescence, 45 min; Potency, µM (titrated, usually from 76.8 µM), inactives show at the top dose activity, negative = inhibition, actives largely listed as inhibitors; 410,000 tested, 0.12% active; AID 624173; further: potency means the concentration at half of the fitted maximal effect; on the % scale 0 is the no-effect control and ±100 the full control effect; nearly all actives have a fitted effect of over 50% in size
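Assay buffer: 50 mM TEA pH 7.2, 100 mM KCl, 10 mM MgCl2, 0.05% BSA, 0.01% Tween-20. Pyruvate kinase from T. brucei plus substrate met compound, then ADP (130 uM final). Luminescence was read post 45 min RT.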
AmpC no deterg: blocks E. coli AmpC beta-lactamase in detergent-free assay; P00811; Potency, µM (top dose mostly 57.1 µM), without a hit: top-dose activity change, negative = inhibition, most hits filed as inhibitors; 330,000 tested, 0.52% active; AmpC nitrocefin hydrolysis, absorbance 480 nm, 0.0001% Triton;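 further: potency means the concentration at half of the fitted maximal effect; plate controls were no compound for no effect and no enzyme for full effect; nearly all actives have a fitted effect of over 20% in size; some results filed as inactive show a strong effect at the top dose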
Target sequence (P00811 whole entry, looked up): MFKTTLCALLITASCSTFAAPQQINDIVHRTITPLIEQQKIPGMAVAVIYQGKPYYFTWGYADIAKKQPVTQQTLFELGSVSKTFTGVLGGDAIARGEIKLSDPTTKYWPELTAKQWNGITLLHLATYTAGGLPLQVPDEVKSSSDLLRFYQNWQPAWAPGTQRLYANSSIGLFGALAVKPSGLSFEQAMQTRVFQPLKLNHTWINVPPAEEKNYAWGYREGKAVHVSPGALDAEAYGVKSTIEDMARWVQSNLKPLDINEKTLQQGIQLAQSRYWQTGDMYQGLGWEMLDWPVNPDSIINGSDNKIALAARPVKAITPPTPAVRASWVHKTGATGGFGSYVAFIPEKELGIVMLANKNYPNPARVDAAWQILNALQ
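AmpC (5.3 nM in the dispensed reagent) in 20 mM phosphate pH 7.0 with 0.01% (detergent screen) or 0.0001% Triton X-100 was preincubated with compounds for 15 min at room temperature. Nitrocefin was then added from an 800 uM solution, and hydrolysis was followed at 480 nm.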
Shiga toxin inh: Shiga toxin inhibition | Vero cells, Shiga toxin protein synthesis inhibition reporter | AID 2315 | inhibition, % at 38.7 µM | 290,000 tested, 9.2% active; in the data active means inhibition mostly above about 28%, no sharp cut-off; inactive means mostly below about 43%; further: 0% is about no effect
Pf growth 96h: P. falciparum growth inhibition at 96 hour, primary screen for plastid delayed-death inhibitors. P. falciparum luciferase reporter growth, 96 h. Potency, µM (series often up to 28.7 µM), inactives show top-dose activity change, negative = inhibition, most hits filed as inhibitors. 320,000 tested, 6.9% active. AID 504834; further: potency means the concentration at half of the fitted maximal effect; on the % scale 0 is the no-effect control and ±100 the full control effect
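Compounds incubated with erythrocytes infected by luciferase-expressing P. falciparum (2% hematocrit, 0.05% parasitemia final) for 96 hours, 37 C in 5% CO2. Growth inhibition scored as decreased luciferase luminescence.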
LmPK inhibitor: blocks Leishmania mexicana pyruvate kinase activity. purified LmPK, Kinase-Glo ATP luminescence, 1 h. Q27686. Potency, µM (top dose mostly 57.5 µM), without a hit: at the top dose activity change, negative = inhibition, usual class: inhibitors. 290,000 tested, 0.37% active; further: potency means the concentration at half of the fitted maximal effect; on the % scale 0 is the no-effect control and ±100 the full control effect
Target sequence (Q27686 whole entry, looked up): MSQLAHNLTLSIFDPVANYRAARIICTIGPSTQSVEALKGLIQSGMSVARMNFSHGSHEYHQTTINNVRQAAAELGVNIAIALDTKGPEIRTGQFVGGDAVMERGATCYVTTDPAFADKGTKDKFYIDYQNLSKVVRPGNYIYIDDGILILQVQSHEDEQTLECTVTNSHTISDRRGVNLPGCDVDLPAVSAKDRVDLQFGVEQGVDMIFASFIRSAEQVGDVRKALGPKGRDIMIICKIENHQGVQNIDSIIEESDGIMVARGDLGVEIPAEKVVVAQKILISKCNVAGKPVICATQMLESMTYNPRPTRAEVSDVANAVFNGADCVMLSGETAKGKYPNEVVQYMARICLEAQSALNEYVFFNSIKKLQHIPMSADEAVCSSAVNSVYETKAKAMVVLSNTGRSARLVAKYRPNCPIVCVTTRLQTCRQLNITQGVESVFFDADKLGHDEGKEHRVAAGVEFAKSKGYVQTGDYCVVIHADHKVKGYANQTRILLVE
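Screened at intermediate enzyme activity to detect both inhibitors and activators: LmPK at 0.1 nM, with a 0.5 nM enzyme column as activation reference. PEP 0.5 mM, ADP 0.1 mM; ATP detected by luminescence after 1 h.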
Cycloheximide cs: counter-screen hit for Shiga toxin inhibitors, cycloheximide | cell reporter, cycloheximide protein synthesis inhibition counterscreen | max response, % | 300,000 tested, 12% active | AID 2314; in the data active means max response mostly above about 13%, no sharp cut-off; inactive means mostly below about 14%; further: read at 38.3 µM for the half of the compounds with a filed dose; 0% is about no effect
Active calls of the source: *; ? = inconclusive; . = no result given; & = joins results of further samples; [ ] = dose if it differs, or a comment. Unless noted, the call rests on the fitted dose curve; in most records, active means well fitted curve in the direction sought with a large enough effect; inconclusive means small, poorly fitted or top-dose-only effect, or another doubt; inactive means no such curve, though single readings can be large; an effect the other way counts as inactive or inconclusive.

Molecule,Pf growth 96h,AmpC no deterg,Cycloheximide cs,Shiga toxin inh,Pf growth 48h,Tb PYK inh,LmPK inhibitor
O=C(CN1C2=NCCCN2c2ccccc21)c1ccc(Cl)cc1Cl,-9%,25%,-4,-10,0.37µM*,-2%,0%
NC(=O)COC(=O)c1cc(S(=O)(=O)N2CCOCC2)ccc1N1CCCCC1,?,-3%,8,-8,6%,-5%,1%
C/C=C/c1ccc(OCC(=O)NCc2ccccc2OC)c(OC)c1,?,2%,1,-3,-19%,-8%,-2%
Cc1ccc(-c2noc(CSc3nnc(Cc4ccccc4)n3-c3cccc(C)c3)n2)cc1,.,20%,10,-19,?,2%&-7%,4%
CCOC(=O)/C(C(N)=NCc1ccco1)=C(/O)c1ccccc1,.,-9%,-1,15,?,6%,-3%
CCN(CC(=O)NCc1cccs1)C(=O)/C=C/c1cc(OC)ccc1OC,-28%,-19%,.,.,12%,-10%,.
O=C(O)/C=C/c1ccc(O)c(O)c1,-5%,-8%,3,8,-8%,?,7%
CCN1CCN(Cc2c(C)[nH]c3ccc(OC)cc3c2=O)CC1,15%,-12%,-2,-9,-8%,-16%,0%
Cc1cc(C(=O)NC2CCCN(Cc3ccc(Cl)cc3)C2)c(C)o1 (stereo not given),?,65%[activator],-1,-8,10µM*,0%,-2%
COc1ccc(CC(=O)Nc2ccccc2N2CCCCC2)cc1OC,?,45%,2,-9,?,-7%,7%
O=C(O)c1ccc2ncc(NC(=O)c3ccc(F)cc3)c(=O)n2c1,?,-10%,-4,-15,?,-2%,?
COc1ccccc1N1CCN(CCCCOc2ccc(F)cc2)CC1,.,43%,-1,-15,-12%,-7%,-6%

Next section:
Molecule,Pf growth 96h,AmpC no deterg,Cycloheximide cs,Shiga toxin inh,Pf growth 48h,Tb PYK inh,LmPK inhibitor
CCN(c1ccccc1)S(=O)(=O)c1cccc(C(=O)O)c1,?,-12%,-4,16,0%,4%,-3%
O=C(CN(Cc1ccco1)C(=O)CNS(=O)(=O)c1ccc(F)cc1)NCc1ccco1,?,-8%,-3,-7,12%,-2%,2%
COc1ccc(S(=O)(=O)NC2CCCC2)cc1Br,.,-37%,-3,-8,3%,4%,1%
COc1cc(C(=O)OCc2csc(CC(=O)Nc3ccccc3C)n2)ccc1OCC(C)C,9.3µM*,9%,.,.,13µM*,-1%,.
COc1cccc(NC(=O)c2nn(-c3ccc(OC)cc3OC)c(=O)c3ccccc23)c1,?,-19%,-10,-8,21%,5%,-2%
O=C(NCCC1=CCCCC1)C(=O)NCc1ccncc1,5%,-16%,2,-6,-6%,7%,0%
Cc1ccc(SCC(=O)OC(C)C(=O)Nc2ccc(S(N)(=O)=O)cc2)cc1C (stereo not given),12%,-40%,.,.,?,1%,.
COC(=O)C1CCN(C(=O)c2cc(-c3ccc(Cl)s3)nc3ccccc23)CC1,5%,201%[activator],.,.,-26%,-3%,.
CC(=O)Cn1c(CN2CC(C)CC(C)C2)nc2c1c(=O)n(C)c(=O)n2C (stereo not given),-17%,-5%,-1,-14,5%,4%,-5%
Cc1ccc(N(CC(=O)NCc2ccco2)C(=O)CCC(=O)Nc2nccs2)cc1,-8%,-12%,-2,-7,-10%,-1%,-4%
CCCCNCCOCCOc1ccc(F)cc1,19%,-14%,-1,1,4%,7%,2%
Cc1cc(C(F)F)n2nc(C(=O)NCc3ccccc3F)nc2n1,30%,-14%,-3,15,2%,-8%,-2%

(listing goes on)
Molecule,Pf growth 96h,AmpC no deterg,Cycloheximide cs,Shiga toxin inh,Pf growth 48h,Tb PYK inh,LmPK inhibitor
O=C(NCC(=O)N1CCCCCCC1)c1cccc([N+](=O)[O-])c1,15%,-9%,.,.,16%,3%,.
COc1ccccc1C(=O)COC(=O)CNS(=O)(=O)c1ccc(NC(C)=O)cc1,1%,-31%,3,-28,6%,-3%,-9%
O=C(COC(=O)CN1C(=O)C2CCCCC2C1=O)NC1CCS(=O)(=O)C1 (stereo not given),-12%,-20%,-2,-12,11%,5%,-6%
CCOC(=O)c1ccc(NC(=S)NN2CCOCC2)cc1,?,-11%,32*,39*,77%[activator],-10%,-1%
CC(C)(C)NC(=O)NC(=O)CN1CCN(c2ccccc2)CC1,?,0%,0,-11,-3%,-1%,-2%
NS(=O)(=O)c1ccc(CCNC(=O)Cc2ccc(S(=O)(=O)N3CCOCC3)s2)cc1,-9%,-21%,.,.,?,-8%,.
COc1nc(-c2ccccc2)cc(-c2ccc(OC)c(OC)c2)n1,28%,162%[activator],21,56*,-17%,8%,-7%
Fc1ccc(C(CNC(=S)NC2CCCCC2)N2CCOCC2)cc1 (stereo not given),?,-2%,1,2,?,1%,0%
O=C(O)/C=C/C(=O)Nc1ccc2c(c1)C(=O)c1ccccc1C2=O,12%,-13%,62*,135*,29%,?,?
Brc1ccc(-c2noc(COc3ccc4ccccc4c3)n2)o1,?,-19%,9,10,.,3%,15%
Cn1/c(=N/N=C/c2ccc(Cl)c([N+](=O)[O-])c2)sc2ccccc21,37%[activator],-21%,9,-5,81%[activator],-2%,3%
CCCCn1c(SCC(=O)c2ccccc2)nc2ccsc2c1=O,11%,-24%,-4,-7,?,-2%,4%

A few values from the entries so far.
`O=C(COC(=O)CN1C(=O)C2CCCCC2C1=O)NC1CCS(=O)(=O)C1` (stereo not given) – Shiga toxin inh = -12
`NS(=O)(=O)c1ccc(CCNC(=O)Cc2ccc(S(=O)(=O)N3CCOCC3)s2)cc1` – Pf growth 96h = -9%

The list goes on.
Molecule,Pf growth 96h,AmpC no deterg,Cycloheximide cs,Shiga toxin inh,Pf growth 48h,Tb PYK inh,LmPK inhibitor
Cc1cc(N2CC(C(=O)O)CC2=O)ccc1Br (stereo not given),.,-9%,-3,-9,1%,-7%,1%
O=C(CCNS(=O)(=O)c1ccccc1C(F)(F)F)NCCCSc1ccccc1,?,22%,-5,11,?,0%,-7%
Cc1ccc(NC(=O)CCCCCC2NC(=O)NC2C)cc1 (stereo not given),.,0%,2,-2,-15%,5%,-12%
Cn1c(=O)cc(Nc2ccc(Cl)cc2)[nH]c1=O,-7%,-5%,-4,-7,-13%,0%,-3%
COc1ccc(OC)c(NC(=O)CCCNC(=O)c2ccc(Cl)cc2)c1,7%,1%,-3,2,-1%,2%,0%
Cc1ccc(CSc2nnc(-c3ccc4c(c3)OCO4)o2)cc1,-6%,-25%,12,8,.,-2%,4%
COc1cc(C(=O)O)ccc1OC(C)=O,?,-4%,0,19,39%[activator],0%,-7%
CCN(CC(=O)Nc1ccc(NC(C)=O)cc1)C(=O)C1CC(=O)N(Cc2ccc(C)cc2)C1 (stereo not given),-14%,-12%,.,.,3%,8%,.
Cc1cccc(-c2noc(-c3ccccc3C(=O)NCc3ccco3)n2)c1,34%[activator],-14%,75*,125,36%[activator],-8%,3%
Cc1nnc(SCC(=O)NC2CCCCC2)n1C1CCCCC1,21%,-10%,-1,12,9%,-1%,-4%
CC(C(=O)Nc1cc([N+](=O)[O-])ccc1Cl)N1CCN(c2ccc(O)cc2)CC1 (stereo not given),13µM*,-19%,-2,-4,-27%,?,-7%
COc1ccc(CC(=O)Nc2ccc(S(=O)(=O)Nc3cc(C)on3)cc2)cc1,37%[activator],-5%,-4,9,.,-10%,6%

(further entries)
Molecule,Pf growth 96h,AmpC no deterg,Cycloheximide cs,Shiga toxin inh,Pf growth 48h,Tb PYK inh,LmPK inhibitor
CC1(C)C(c2ccc(Cl)cc2)=[N+]([O-])C2(CCCC/C2=N\O)N1O (stereo not given),37%[activator],-2%,-3,5,-5%,1%,3%
Oc1ccc(C[C@H]2CNCCN2CCCCC2CCCCC2)cc1,?,60%[activator],.,.,8.3µM*,-7%,.
CCc1ccc2nc(N3C(=O)c4oc5ccccc5c(=O)c4C3c3ccc(OC)c(OC)c3)sc2c1 (stereo not given),9%,-12%,1,-11,5%,.,5%
CC(C)=CCCC(C)CN1CCC(n2nccc2NC(=O)c2cccnc2)CC1 (stereo not given),-12%,50%,-4,-12,?,0%,-1%
COCCCn1c(SCC(=O)Nc2ccccc2)nnc1-c1ccncc1,2%,-12%,-5,13,-2%,2%,3%
COc1ccc(CNC(=O)CN(C(=O)CCC(=O)Nc2nccs2)c2ccc3c(c2)OCO3)cc1,35%[activator],1%,-3,-7,-27%,-3%,-8%
COc1ccc(C(=O)NCc2ccc3c(c2)OCO3)cc1S(=O)(=O)N(C)Cc1ccccc1,-16%,-42%,-2,-8,1%,-4%,1%
Cc1ccc(C(=O)NC(=S)Nc2cc(-c3nc4ccccc4s3)ccc2C)cc1,?,-18%,65*,117*,83%[activator],-9%,-3%
Cc1cc(/C=C2\SC(=O)N(C)C2=O)c(C)n1-c1cccc(C(=O)O)c1,127%[activator],-12%,10,4,32%[activator],-16%,0%
Cn1cccc1Cc1nnc(SCC(=O)Nc2ccccc2)n1-c1ccc(F)cc1,-2%,42%,3,2,?,-9%,4%
Cc1cccc(Nc2c3c(nc4ncnn24)CCC3)c1,-4%,-2%,7,-5,?,0%,0%
CCC(O)(CC)C(=O)NN(C(=O)Nc1csc2c1CCCC2)c1ccccc1,1.3µM*,-18%,-2,-2,1.7µM*,-7%,4%

(more compounds)
Molecule,Pf growth 96h,AmpC no deterg,Cycloheximide cs,Shiga toxin inh,Pf growth 48h,Tb PYK inh,LmPK inhibitor
Cc1ccccc1CNC(=O)c1ccccc1C(=O)O,1%,-17%,-2,-4,0%,13%,0%
O/N=C/c1cc2ccccc2n1Cc1ccccc1F,15%,-24%,-3,-6,2.6µM*,-6%,0%
CC(C)c1ccc(/C=C/C(=O)Nc2nn[nH]n2)cc1,12%,-24%,13*,28,39%[activator],.,-2%
N/C(=N\OC(=O)CC1CCCCC1)c1ccncc1,?,-15%,17*,58*,17%,-13%,-8%
COc1ccccc1-c1cnn2c(NC3CCCC3)cc(C)nc12,?,19%,38*,125*,30%,-12%,-1%
COC(=O)C1C(=O)C2=C(CC1C)NC(C)=C(C(=O)OC1CCCC1)C2c1ccc(N(C)C)cc1 (stereo not given),-7%,133%[activator],6,-21,5.2µM*,-13%,0%
CCC1(c2ccccc2)NC(=O)N(CC(=O)NNC(=O)COc2ccc(Cl)cc2C)C1=O (stereo not given),-9%,31%,.,.,?,2%,.
CN(C)CCNc1nc(-c2ccccc2)c2c(c1C#N)CC(C)(C)OC2,?,-3%,-6,-15,.,3%,3%
COC(=O)Cn1ncc2c3ccccc3n(Cc3ccccc3)c2c1=O,5.2µM*,40%,-1,8,?,-5%,0%
N#Cc1ccc(C(=O)Nc2nc(SCc3ccc(Cl)cc3)n[nH]2)cc1,-10%,-43%,3,-4,11%,1%,-2%
Cc1cccc(OCC(=O)N2CCN(C(=O)CCC3CCCC3)CC2)c1,-17%,87%[activator],6,-10,?,2%,9%
CC(=O)NS(=O)(=O)c1cccnc1Nc1ccc(Cl)c(Cl)c1,.,-26%,7,-14,21%,-28%,6%
Cc1ccc(-c2nn(C)c(=O)c3ccccc23)cc1S(=O)(=O)NCCO,.,-15%,-1,-5,-2%,32%[activator],-3%
Cc1noc(C)c1S(=O)(=O)Nc1ccc(C(=O)NCc2ccccc2)cc1,?,-24%,-3,-4,-1%,-3%,4%

Screens as filed in PubChem.

Random draw from the library; any-hit rate near 22%.
